mIAP block: blocks mouse intestinal alkaline phosphatase; purified mouse IAP, CDP-Star luminescence, 30 min; inhibition, % at 10 µM; 0.2% of 330,000 active;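 active = inhibition of at least 40% at 10 µM in the primary screen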;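 note: plate controls were DMSO with enzyme for no effect and no enzyme wells for full effect; values of inactives mirror those of a sister screen read the other way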
mIAP activ: mouse IAP activation; activation factor at 10 µM; 0.24% of 330,000 active; muIAP, CDP-Star luminescence, 30 min; hits give high values; 1 = vehicle-only enzyme signal, 0 = enzyme-free wells;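 active = activation factor of at least 2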; note: the source names both 10 and 20 µM as test concentration; values of inactives mirror those of a sister screen read the other way
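System: Mouse IAP enzyme | Also added: CDP-Star substrate | Dosing: Compounds dispensed in DMSO | Schedule: 30 min enzyme-substrate-compound incubation at room temperature | Technique: Chemiluminescence readout | Control set: DMSO-only wells and no-enzyme negative control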
hIAP act: human IAP activation; AID 2524; 0.16% of 330,000 active; purified human IAP, CDP-Star luminescence, 30 min; hits give high values; 1 = vehicle-only enzyme, 0 = enzyme-free background; activation factor at 10 µM;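 active = activation factor of the enzyme at least 2-fold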; note: the source names both 10 and 20 µM as test concentration; values of inactives mirror those of a sister screen read the other way
Target sequence (P09923 whole entry, looked up): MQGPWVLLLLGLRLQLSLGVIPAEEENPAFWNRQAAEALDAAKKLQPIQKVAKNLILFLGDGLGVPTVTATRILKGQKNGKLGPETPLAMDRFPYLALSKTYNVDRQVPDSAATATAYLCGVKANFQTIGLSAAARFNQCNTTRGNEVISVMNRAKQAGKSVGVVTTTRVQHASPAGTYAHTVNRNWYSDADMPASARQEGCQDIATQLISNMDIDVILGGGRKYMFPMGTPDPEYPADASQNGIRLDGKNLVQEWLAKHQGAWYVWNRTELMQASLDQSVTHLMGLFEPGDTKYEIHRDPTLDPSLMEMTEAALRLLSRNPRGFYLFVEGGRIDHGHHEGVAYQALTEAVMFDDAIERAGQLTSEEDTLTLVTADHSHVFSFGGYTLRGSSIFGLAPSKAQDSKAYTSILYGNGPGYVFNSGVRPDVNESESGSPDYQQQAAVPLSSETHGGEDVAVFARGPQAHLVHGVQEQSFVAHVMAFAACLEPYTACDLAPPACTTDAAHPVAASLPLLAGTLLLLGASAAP
ATG4B inh: inhibitors of human ATG4B cysteine protease. 0.51% of 340,000 active. inhibition, % at 8.33 µM. Q9Y4P1. ATG4B cleavage of LC3-PLA2, NBD-HPC fluorescence, 1 h; in the data active = inhibition above about 40%
HKDC1 inh: blocks human hexokinase HKDC1 activity | Q2TB90 | inhibition, % at 20 µM | AID 493160 | recombinant HKDC1, G6PDH/diaphorase resazurin coupled fluorescence | 0.16% of 340,000 active;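 active = inhibition above about 35% when tested at 20 µM, limit read from the data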;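 note: plate controls were DMSO wells with enzyme for no effect and DMSO wells lacking enzyme for full effect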
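Assay system – recombinant HKDC1 (HK5) hexokinase enzyme, produced in-house · Input – HKDC1 at 5 µg/mL · Reagent – glucose plus 1 mM ATP as hexokinase substrates · Timing – 90 min reaction incubation at room temperature, dark · Measured by – G6PDH/diaphorase-coupled fluorescence, 1 mM NADP, 100 µM resazurin, 525/613 nm · Benchmarks – DMSO-enzyme wells negative, buffer-substituted wells positive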
PfG6PD inh: PfG6PD (Plasmodium falciparum) enzyme inhibition. 0.78% of 350,000 active. PfGluPho enzyme, NADPH resazurin-diaphorase fluorescence. inhibition, % at 20 µM;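 active = inhibition reaching at least a set limit at 20 µM in the primary screen, cut at about 59% in these data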;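 note: 0% = DMSO wells with substrate and 100% = DMSO wells lacking glucose-6-phosphate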
APOBEC3A inh: blocks human APOBEC3A ssDNA deamination. P31941. recombinant A3A, FAM/TAMRA ssDNA deamination fluorescence. inhibition, % at 20 µM. 0.41% of 330,000 active. AID 493011;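 active = at least 40% inhibition at 20 µM here, with at most 30% in a related deaminase screen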;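 note: plate controls were A3A with DMSO for no effect and wells lacking A3A enzyme for full effect; some results filed as inactive read as strong as hits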
Target sequence (P31941 whole entry, looked up): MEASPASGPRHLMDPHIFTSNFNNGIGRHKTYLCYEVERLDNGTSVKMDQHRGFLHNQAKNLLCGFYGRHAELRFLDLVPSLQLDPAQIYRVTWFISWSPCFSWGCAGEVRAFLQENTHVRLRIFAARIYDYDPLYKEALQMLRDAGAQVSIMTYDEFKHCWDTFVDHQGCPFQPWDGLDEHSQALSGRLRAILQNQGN
hIAP block: human IAP inhibition; purified IAP, CDP-Star luminescence, 30 min; inhibition, % at 10 µM; 0.12% of 330,000 active;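 active = inhibition reaching a set limit with compound at 10 µM in the primary screen, cut at about 35% in these data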;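 note: plate controls were DMSO wells with enzyme for no effect and no-enzyme buffer wells for full effect; values of inactives mirror those of a sister screen read the other way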
* hit, by the source's call. Hits appear at their usual frequency (roughly 2.4% active in at least one column).

How did NC(=O)C1=C[C@@H](c2ccc3c(c2)OCO3)C[C@@H](OCCCCO)O1 do in these assays?
mIAP block: 12.1; mIAP activ: 0.879; hIAP act: 0.864; ATG4B inh: -1.6; HKDC1 inh: 5.1; PfG6PD inh: 17.6; APOBEC3A inh: -1.2; hIAP block: 13.6

What do the screens show for `O=C(CS(=O)(=O)c1ccccc1)NC1CCCCC1`?
mIAP block: -2.1; mIAP activ: 1.02; hIAP act: 1.07; ATG4B inh: -12.3; HKDC1 inh: -2.4; PfG6PD inh: -0.2; APOBEC3A inh: 1.2; hIAP block: -7.0

Results for COc1ccc(CN(C)CC(=O)Nc2ccccc2C(=O)NC2CC2)cc1OC ?
mIAP block: -0.4; mIAP activ: 1; hIAP act: 0.967; ATG4B inh: -14.3; HKDC1 inh: -4.8; PfG6PD inh: 4.7; APOBEC3A inh: -3.2; hIAP block: 3.3

What do the screens show for `COC(=O)Cc1c(C)c2ccc(OCc3nn[nH]n3)c(C)c2oc1=O`?
mIAP block: 0.8; mIAP activ: 0.992; hIAP act: 0.941; ATG4B inh: -2.6; HKDC1 inh: -2.1; PfG6PD inh: -21.6; APOBEC3A inh: -4.3; hIAP block: 5.9

Results for O=C(CSc1nnc(-c2ccc3c(c2)OCCO3)o1)N1CCCC1 ?
mIAP block: 0.4; mIAP activ: 0.996; hIAP act: 0.86; ATG4B inh: 5.9; HKDC1 inh: 6.5; PfG6PD inh: -2.6; APOBEC3A inh: -3.1; hIAP block: 14.0

How did CCc1c(C)sc(NC(=O)CCc2ccc(OC)cc2)c1C(N)=O do in these assays?
mIAP block: -0.4; mIAP activ: 1; hIAP act: 1.28; ATG4B inh: 3.8; HKDC1 inh: -3.5; PfG6PD inh: -0.3; APOBEC3A inh: 0.8; hIAP block: -28.5

How did O=C(/C=C/c1ccc(S(=O)(=O)NCc2ccco2)cc1)NCc1cccc(Cl)c1 do in these assays?
mIAP block: 11.7; mIAP activ: 0.883; hIAP act: 0.948; ATG4B inh: 52.3*; HKDC1 inh: -3.5; PfG6PD inh: 10.9; APOBEC3A inh: 0.3; hIAP block: 5.2

Results for CCC(C(=O)Nc1ccc2c(c1)OCCO2)n1c(=O)[nH]c2ccccc2c1=O (stereo not given) ?
mIAP block: -11.9; mIAP activ: 1.12; hIAP act: 0.665; ATG4B inh: 6.7; HKDC1 inh: 2.1; PfG6PD inh: -4.8; APOBEC3A inh: 1.7; hIAP block: 33.5

How did COc1ccc(CCCc2n[nH]c(=S)n2C)cc1C do in these assays?
mIAP block: 2.3; mIAP activ: 0.977; hIAP act: 1.02; ATG4B inh: -15.2; HKDC1 inh: -6.5; PfG6PD inh: 27.0; APOBEC3A inh: -0.8; hIAP block: -2.1

How did Cn1c2ccc(CC(=O)O)cc2c2cc(CC(=O)O)ccc21 do in these assays?
mIAP block: -7.8; mIAP activ: 1.08; hIAP act: 0.914; ATG4B inh: -9.6; HKDC1 inh: -10.2; PfG6PD inh: -1.6; APOBEC3A inh: -2.0; hIAP block: 8.6

Results for COc1cccc(Oc2cncnc2-c2ccc(OC)cc2O)c1 ?
mIAP block: -14.4; mIAP activ: 1.14; hIAP act: 0.951; ATG4B inh: -7.3; HKDC1 inh: 1.1; PfG6PD inh: 10.2; APOBEC3A inh: -1.4; hIAP block: 4.9

How did C=CCn1c(COc2ccccc2F)nnc1SCC(=O)Nc1cc(C)on1 do in these assays?
mIAP block: -6.2; mIAP activ: 1.06; hIAP act: 1.04; ATG4B inh: -10.0; HKDC1 inh: -10.9; PfG6PD inh: -4.0; APOBEC3A inh: 3.2; hIAP block: -4.3

Results for O=C(ONC1=NCCCCC1)c1c(F)cccc1F ?
mIAP block: -1.4; mIAP activ: 1.01; hIAP act: 0.931; ATG4B inh: -13.7; HKDC1 inh: -5.1; PfG6PD inh: -15.9; APOBEC3A inh: 5.2; hIAP block: 6.9

Results for CCc1nccn1CCC(=O)NC1CCCc2c1cnn2-c1ccc(F)cc1F (stereo not given) ?
mIAP block: 5.9; mIAP activ: 0.941; hIAP act: 1.21; ATG4B inh: -1.5; HKDC1 inh: -3.2; PfG6PD inh: 3.1; APOBEC3A inh: -0.7; hIAP block: -21.0

How did COc1ccccc1OCCNC(=O)CN1C(=O)NC2(CCCCC2)C1=O do in these assays?
mIAP block: -10.4; mIAP activ: 1.1; hIAP act: 1.1; ATG4B inh: -1.1; HKDC1 inh: 3.4; PfG6PD inh: 3.9; APOBEC3A inh: -2.1; hIAP block: -10.1

What do the screens show for `Cc1noc(C)c1COc1ccccc1C(=O)NCCc1ccc(S(N)(=O)=O)cc1`?
mIAP block: -1.7; mIAP activ: 1.02; hIAP act: 0.958; ATG4B inh: -1.4; HKDC1 inh: -5.4; PfG6PD inh: 7.1; APOBEC3A inh: -0.3; hIAP block: 4.2

Results for Cc1ccc(C(=O)O/N=C(\N)c2ccc(C(F)(F)F)cn2)cc1 ?
mIAP block: 4.3; mIAP activ: 0.957; hIAP act: 0.963; ATG4B inh: 2.3; HKDC1 inh: -0.8; PfG6PD inh: 12.9; APOBEC3A inh: 0.4; hIAP block: 3.7

What do the screens show for `O=C(Nc1ccc(F)cc1)C1CCCN(C2=NS(=O)(=O)c3ccccc32)C1` (stereo not given)?
mIAP block: -7.0; mIAP activ: 1.07; hIAP act: 0.941; ATG4B inh: -24.2; HKDC1 inh: 1.6; PfG6PD inh: 9.3; APOBEC3A inh: 8.3; hIAP block: 5.9

How did CCOC(=O)C1CCCN(C(=O)c2cc(-c3ccc(C)cc3)on2)C1 (stereo not given) do in these assays?
mIAP block: 5.9; mIAP activ: 0.941; hIAP act: 1.11; ATG4B inh: 10.3; HKDC1 inh: 13.8; PfG6PD inh: -20.2; APOBEC3A inh: 1.8; hIAP block: -10.7

What do the screens show for `COc1cc(C(=O)OC(C)C(=O)N2CCCC2)cc2c1OCCO2` (stereo not given)?
mIAP block: 4.1; mIAP activ: 0.959; hIAP act: 0.966; ATG4B inh: 3.8; HKDC1 inh: 1.9; PfG6PD inh: -19.1; APOBEC3A inh: -3.9; hIAP block: 3.4

How did Fc1ccc(-c2cc(-c3nnc4n3CCCCC4)c3ccccc3n2)cc1 do in these assays?
mIAP block: 7.9; mIAP activ: 0.921; hIAP act: 1.07; ATG4B inh: -10.9; HKDC1 inh: -4.2; PfG6PD inh: -6.0; APOBEC3A inh: -3.0; hIAP block: -6.8

How did COc1ccc(C2N=C(Nc3ccc(C)cc3)Nc3nc(C)cc(=O)n32)cc1 (stereo not given) do in these assays?
mIAP block: -20.1; mIAP activ: 1.2; hIAP act: 0.976; ATG4B inh: -14.2; HKDC1 inh: -1.3; PfG6PD inh: -15.3; APOBEC3A inh: -2.8; hIAP block: 2.4

Results for O=C(/C=C/c1ccc(Br)cc1)N1CCN(Cc2ccccc2)CC1 ?
mIAP block: -2.8; mIAP activ: 1.03; hIAP act: 1.03; ATG4B inh: -1.1; HKDC1 inh: -3.3; PfG6PD inh: 7.3; APOBEC3A inh: -4.9; hIAP block: -3.1

What do the screens show for `CC(=O)Oc1ccc(C(=O)Nc2ccccc2C(=O)N2CCCC2)cc1`?
mIAP block: 2.9; mIAP activ: 0.971; hIAP act: 1.14; ATG4B inh: 4.7; HKDC1 inh: -2.0; PfG6PD inh: -15.9; APOBEC3A inh: 0.9; hIAP block: -13.9

How did O=C(c1cccnc1)N1CCN(c2ccc(Cl)cc2)CC1 do in these assays?
mIAP block: -17.4; mIAP activ: 1.17; hIAP act: 1.08; ATG4B inh: 5.8; HKDC1 inh: -17.8; PfG6PD inh: -15.9; APOBEC3A inh: 47.7*; hIAP block: -7.6

What do the screens show for `O=C(c1ccccc1)N1CCN(c2ncnc3c2cnn3-c2ccccc2)CC1`?
mIAP block: 8.7; mIAP activ: 0.913; hIAP act: 0.911; ATG4B inh: -5.4; HKDC1 inh: -0.9; PfG6PD inh: 2.7; APOBEC3A inh: 0.1; hIAP block: 8.9

What do the screens show for `O=C(c1cccc(NS(=O)(=O)c2ccccc2)c1)N1CCCCC1`?
mIAP block: -8.1; mIAP activ: 1.08; hIAP act: 0.962; ATG4B inh: 2.9; HKDC1 inh: 3.6; PfG6PD inh: -18.5; APOBEC3A inh: 0.3; hIAP block: 3.8

Results for CC(C)NS(=O)(=O)c1ccc(OCC(=O)N2CCc3ccccc3C2)cc1 ?
mIAP block: 2.2; mIAP activ: 0.978; hIAP act: 1.09; ATG4B inh: -5.4; HKDC1 inh: -2.2; PfG6PD inh: 0.5; APOBEC3A inh: 2.5; hIAP block: -9.4

What do the screens show for `COCCNC(=S)N1CCOCC1`?
mIAP block: 6.7; mIAP activ: 0.933; hIAP act: 0.932; ATG4B inh: -4.7; HKDC1 inh: -8.2; PfG6PD inh: -3.6; APOBEC3A inh: -4.0; hIAP block: 6.8

Results for CC(/C=C/c1ccccc1F)=N\NC(=O)c1ccc(Cl)cc1 ?
mIAP block: 4.5; mIAP activ: 0.955; hIAP act: 0.872; ATG4B inh: -4.7; HKDC1 inh: -7.8; PfG6PD inh: -0.2; APOBEC3A inh: -2.5; hIAP block: 12.8

How did CC(C)c1nc(SCC(=O)N2CCCc3ccccc32)c2c(=O)n(C)c(=O)n(C)c2n1 do in these assays?
mIAP block: -1.1; mIAP activ: 1.01; hIAP act: 0.985; ATG4B inh: 4.0; HKDC1 inh: 6.8; PfG6PD inh: 3.6; APOBEC3A inh: -0.9; hIAP block: 1.5

Results for Cc1cccc(NC(=S)N(CCN2CCOCC2)Cc2ccccc2F)c1 ?
mIAP block: -6.0; mIAP activ: 1.06; hIAP act: 1.1; ATG4B inh: -2.1; HKDC1 inh: 2.3; PfG6PD inh: -2.1; APOBEC3A inh: -7.4; hIAP block: -10.5

What do the screens show for `COc1ccc(-c2nnc(SCC(=O)NC3CCCCC3)o2)cc1`?
mIAP block: 6.8; mIAP activ: 0.932; hIAP act: 0.929; ATG4B inh: 3.8; HKDC1 inh: -5.3; PfG6PD inh: -12.3; APOBEC3A inh: -1.5; hIAP block: 7.1

What do the screens show for `O=C(Nc1ccccc1)Nc1ccc2c(c1)CCC2`?
mIAP block: -118.1; mIAP activ: 2.18*; hIAP act: 0.921; ATG4B inh: -7.9; HKDC1 inh: 1.3; PfG6PD inh: 10.2; APOBEC3A inh: -0.5; hIAP block: 7.9

What do the screens show for `O=C1CCC(C(=O)Nc2nnc(C3CC3)s2)=NN1`?
mIAP block: 10.8; mIAP activ: 0.892; hIAP act: 1.03; ATG4B inh: -9.8; HKDC1 inh: -10.3; PfG6PD inh: -6.8; APOBEC3A inh: 2.4; hIAP block: -3.3

What do the screens show for `COc1cccc(N2CCN(c3ccc4nnc(CCC(=O)Nc5ccc(F)cc5)n4n3)CC2)c1`?
mIAP block: 6.7; mIAP activ: 0.933; hIAP act: 0.927; ATG4B inh: -14.0; HKDC1 inh: 0.5; PfG6PD inh: 0.7; APOBEC3A inh: -3.8; hIAP block: 7.3

What do the screens show for `COc1ccccc1Oc1ncnc2sccc12`?
mIAP block: 1.5; mIAP activ: 0.985; hIAP act: 1.02; ATG4B inh: -0.8; HKDC1 inh: -8.1; PfG6PD inh: 5.3; APOBEC3A inh: -2.4; hIAP block: -2.1

Random excerpt: 2 compounds from above.
What do the screens show for `COc1ccccc1Oc1ncnc2sccc12`?
mIAP block: 1.5; mIAP activ: 0.985; hIAP act: 1.02; ATG4B inh: -0.8; HKDC1 inh: -8.1; PfG6PD inh: 5.3; APOBEC3A inh: -2.4; hIAP block: -2.1

How did NC(=O)C1=C[C@@H](c2ccc3c(c2)OCO3)C[C@@H](OCCCCO)O1 do in these assays?
mIAP block: 12.1; mIAP activ: 0.879; hIAP act: 0.864; ATG4B inh: -1.6; HKDC1 inh: 5.1; PfG6PD inh: 17.6; APOBEC3A inh: -1.2; hIAP block: 13.6

Compound activity as filed in PubChem.
